FLuc counter: qHTS profiling assay for firefly luciferase inhibitor/activator using purifed enzyme and Km concentrations of substrates (counterscreen for miR-21 project). Potency, µM (top dose mostly 57.5 µM), without a hit: at the top dose activity change, negative = inhibition, most hits filed as inhibitors. purified FLuc, Km substrates, luminescence inhibition. 6.9% of 360,000 active; active = well fitted inhibition curve with a large enough effect; inconclusive = small, poorly fitted or top-dose-only effect;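 note: plate controls were vehicle for no effect and reference inhibitor for full effect; nearly all actives have a fitted effect of over 55% in size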
Target sequence (P08659 whole entry, looked up): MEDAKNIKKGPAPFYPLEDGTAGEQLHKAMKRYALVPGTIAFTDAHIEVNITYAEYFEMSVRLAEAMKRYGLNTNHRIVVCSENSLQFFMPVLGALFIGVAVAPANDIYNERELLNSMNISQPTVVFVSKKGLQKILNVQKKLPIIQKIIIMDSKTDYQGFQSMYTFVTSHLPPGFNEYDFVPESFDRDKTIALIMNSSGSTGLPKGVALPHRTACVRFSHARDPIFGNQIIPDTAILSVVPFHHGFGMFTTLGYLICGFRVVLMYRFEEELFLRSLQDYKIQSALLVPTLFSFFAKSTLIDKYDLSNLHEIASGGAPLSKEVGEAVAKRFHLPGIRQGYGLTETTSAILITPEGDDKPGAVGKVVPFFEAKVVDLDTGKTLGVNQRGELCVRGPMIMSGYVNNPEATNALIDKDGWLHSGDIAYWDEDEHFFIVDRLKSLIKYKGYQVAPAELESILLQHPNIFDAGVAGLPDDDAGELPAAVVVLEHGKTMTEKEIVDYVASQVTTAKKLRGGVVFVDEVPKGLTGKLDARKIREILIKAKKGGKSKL
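Biochemical qHTS of compounds, final roughly 60 µM downward over six points, against 10 nM purified firefly luciferase using Km concentrations of substrates (10 uM D-luciferin, 10 uM ATP) in Tris acetate pH 7.5 buffer; luminescence output.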
Active calls of the source: *; ? = inconclusive. Potency is the fitted concentration of half-maximal effect. An excerpt; the hit share may differ from the screen's.

SMILES | FLuc counter
O=C(Nc1ccc(Br)cc1)C1CCCN(S(=O)(=O)c2ccc(Br)s2)C1 (configuration not stated) | -6%
COc1ccc(C2=C(C)C(=O)N(Cc3ccc(C(=O)NCc4ccc(C)cc4)cc3)S2(=O)=O)cc1 | 0%
CCNC(=O)c1cc2n(n1)CCCN(Cc1ccc(C)cc1)C2=O | 0%
Cc1ccc(Cn2c(=O)n(CC3CCC(C(=O)N4CCC(C)CC4)CC3)c(=O)c3sccc32)cc1 (configuration not stated) | -13%
CCc1ccccc1NC(=O)c1nn(-c2ccc(C)cc2)c(=O)c2c1c1ccccc1n2C | 1%
CCC(C(=O)NCCc1ccc(Cl)cc1)n1ccc2cc(S(=O)(=O)N3CCCCC3)ccc21 (configuration not stated) | 2%
CC(=O)c1ccc(S(=O)(=O)Nc2ccc(-c3ccc(N4CCCCC4)nn3)cc2)cc1 | 8.5µM*
O=c1oc2c3c(ccc2c2ccccc12)OCN(Cc1ccc(Cl)cc1)C3 | -11%
CCc1cccc(C)c1NS(=O)(=O)c1cc(-c2cc(C)no2)ccc1C | 6%
CCc1ccc(CNC(=O)c2cnc3c(C)cccn3c2=O)cc1 | -15%
Cc1cc(C)cc(NC(=O)c2ccc3c(O)c(S(=O)(=O)c4ccccc4)c(=O)[nH]c3c2)c1 | ?
Cc1cccc(NC(=O)CSc2nc(=O)n(CCN3CCOCC3)c3c2CCC3)c1C | 3%
CC(=O)c1ccc(N2CCN(c3ncnc4c3nc3n4CCCC3)CC2)cc1 | -3%
CCOC(=O)Cc1cc(C(=O)Nc2ccc(Br)cc2)sc1-c1ccc(C)cc1 | 4%
COC(=O)c1ccccc1NC(=O)Cn1nc(C)c2nn(-c3ccc(Cl)cc3)c(C)c2c1=O | -12%
CC(C)c1ccc(NC(=O)CSC2=Nc3ccccc3C3=NC(CC(=O)NCc4ccco4)C(=O)N23)cc1 (configuration not stated) | -8%
Cc1c(NC(=O)c2ccc(Br)o2)cccc1-c1nc2ccccc2o1 | -8%
Cc1ccc(NCc2cccn2-c2nnc(N3CCC(C(=O)NC(C)C)CC3)s2)cc1 | -13%
CCOC(=O)c1cccc(NC(=O)c2cc(-c3ccc(Cl)s3)nc3ccccc23)c1 | -13%
Cc1ccc(CNC(=O)c2cc(C)nc3c2c(C)nn3-c2ccc(C)cc2)cc1 | 1%

16 successive compounds out of the list so far, for reference:
SMILES | FLuc counter
O=C(Nc1ccc(Br)cc1)C1CCCN(S(=O)(=O)c2ccc(Br)s2)C1 (configuration not stated) | -6%
COc1ccc(C2=C(C)C(=O)N(Cc3ccc(C(=O)NCc4ccc(C)cc4)cc3)S2(=O)=O)cc1 | 0%
CCNC(=O)c1cc2n(n1)CCCN(Cc1ccc(C)cc1)C2=O | 0%
Cc1ccc(Cn2c(=O)n(CC3CCC(C(=O)N4CCC(C)CC4)CC3)c(=O)c3sccc32)cc1 (configuration not stated) | -13%
CCc1ccccc1NC(=O)c1nn(-c2ccc(C)cc2)c(=O)c2c1c1ccccc1n2C | 1%
CCC(C(=O)NCCc1ccc(Cl)cc1)n1ccc2cc(S(=O)(=O)N3CCCCC3)ccc21 (configuration not stated) | 2%
CC(=O)c1ccc(S(=O)(=O)Nc2ccc(-c3ccc(N4CCCCC4)nn3)cc2)cc1 | 8.5µM*
O=c1oc2c3c(ccc2c2ccccc12)OCN(Cc1ccc(Cl)cc1)C3 | -11%
CCc1cccc(C)c1NS(=O)(=O)c1cc(-c2cc(C)no2)ccc1C | 6%
CCc1ccc(CNC(=O)c2cnc3c(C)cccn3c2=O)cc1 | -15%
Cc1cc(C)cc(NC(=O)c2ccc3c(O)c(S(=O)(=O)c4ccccc4)c(=O)[nH]c3c2)c1 | ?
Cc1cccc(NC(=O)CSc2nc(=O)n(CCN3CCOCC3)c3c2CCC3)c1C | 3%
CC(=O)c1ccc(N2CCN(c3ncnc4c3nc3n4CCCC3)CC2)cc1 | -3%
CCOC(=O)Cc1cc(C(=O)Nc2ccc(Br)cc2)sc1-c1ccc(C)cc1 | 4%
COC(=O)c1ccccc1NC(=O)Cn1nc(C)c2nn(-c3ccc(Cl)cc3)c(C)c2c1=O | -12%
CC(C)c1ccc(NC(=O)CSC2=Nc3ccccc3C3=NC(CC(=O)NCc4ccco4)C(=O)N23)cc1 (configuration not stated) | -8%

(further entries)
SMILES | FLuc counter
Cc1ccc(-n2ncc(C(=O)N3CCN(C4CCCCC4)CC3)c2C2CCN(C(=O)OC(C)(C)C)CC2)cc1C | 1%
COc1ccc(CNc2nc(SCc3ccc(Cl)cc3)nc3ccccc23)cc1 | -3%
Cc1ccc2c(c1)C(Cc1ccccc1F)C(=O)N2 (configuration not stated) | -10%
COc1cc(NC(=O)N2CCC3(CC2)Nc2cc(F)ccc2-n2cccc23)cc(OC)c1OC | ?
COc1ccc(C(=O)Nc2ccc(N3CCN(c4ccccc4)CC3)c(C(=O)O)c2)cc1 | 4%
Cc1ccc(C(=O)Nc2ccc(-c3nc4ccccc4o3)cc2)cc1Cl | 0%
CCOc1ccccc1C(=O)N(Cc1ccc(N(C)C)cc1)Cc1ccco1 | -19%
COc1cc2ccccc2cc1C(=O)Nc1ccc(Cl)c(-c2nc3ccccc3o2)c1 | -8%
Cc1ccc(NC(=O)c2nc(S(=O)(=O)Cc3ccc(F)cc3)ncc2Cl)cc1C | -1%
COc1ccc(N2CCN(C(=O)c3nn(C)c4c3CSc3ccccc3-4)CC2)cc1 | 0%
CCC(=O)Nc1ccccc1-c1nc2ccccc2n(CC(=O)c2ccc(Cl)cc2)c1=O | -7%
COc1ccc(NC(=O)CCc2c(C)nn(-c3ccc(N4CCCCC4)nn3)c2C)cc1Cl | 2.1µM*
O=C(NCC(c1ccc2c(c1)OCO2)N1CCN(c2ccccc2)CC1)c1ccccc1F (configuration not stated) | 1%
CC(=O)c1ccc(C(=O)N(Cc2cccnc2)c2nc3c(C)c(C)ccc3s2)cc1 | -20%
O=C(CCn1c(=O)c2cccn2c2cccnc21)N1CCN(c2cccc(C(F)(F)F)c2)CC1 | 1%
Cc1n[nH]c(C)c1CCc1nc2c3ccccc3nc(SCC(=O)Nc3ccc(F)cc3)n2n1 | -4%
COc1ccc(NC(=O)c2oc3ccccc3c2NC(=O)Cc2coc3cc(C)ccc23)cc1 | -11%
CCc1ccccc1NS(=O)(=O)c1ccc(NC(=O)N2CCCC2)cc1 | 5%
COc1ccc(CC(=O)NCc2nc3cccnc3n2Cc2ccc(C)cc2)cc1OC | -1%
CCOC(=O)c1ccc(NC(=O)CC(C)n2nc(C)cc2C)cc1 (configuration not stated) | -2%
O=C(Cn1c(=O)n2nc(-c3ccccc3)nc2c2ccccc21)Nc1ccccc1C(F)(F)F | 2%
CC(Oc1ccc(Br)cc1)C(=O)N(Cc1nc(-c2ccccc2)no1)C(C)C (configuration not stated) | -12%
CCc1cc2c(cc3c(=O)n(CC(=O)NC(C)C)nc(CC)n32)s1 | -3%
CCOC(=O)c1c(C)oc2nc(C)nc(NCc3ccccc3Cl)c12 | 5%
CC1CCC(NC(=O)CCc2cn(Cc3ccc(F)cc3)c3ccccc23)CC1 (configuration not stated) | ?
Cc1sc(C2C(C#N)=C(N)N(c3cccc(Cl)c3)C3=C2C(=O)CCC3)cc1CN1CCOCC1 (configuration not stated) | 0%
Cc1ccc(-n2nc(C(=O)N3CCN(c4cc(Cl)ccc4C)CC3)c(=O)n(C)c2=O)cc1 | 0%
Cc1ccccc1CN1C(=O)c2ccccc2S(=O)(=O)c2ccc(C(=O)OCC3CCCO3)cc21 (configuration not stated) | -8%
CC(=O)Nc1ccc(NC(=O)Cn2cc3c(n2)CCCCC3)cc1 | 6%
Cc1cccc(N2CCN(CCNC(=O)C3COc4ccccc4C3)CC2)c1C (configuration not stated) | -1%
CCCCN(C)CCCNC(=O)CN1N=C(c2ccc(OC)cc2)CCC1=O | 3%
COc1ccc(CCC(=O)NCCc2csc(-c3cccc(C)c3)n2)cc1 | -12%
Cc1cc(C)cc(NC(=O)c2sc3nc4n(c(=O)c3c2C)N=C(c2ccc(F)cc2)CS4)c1 | -1%
C#CCSc1nc2sc3c(c2c(=O)n1Cc1ccccc1)CCCC3 | -10%
Cc1ccc2[nH]c(CSc3nnc(NC(=O)COc4ccccc4)s3)cc(=O)c2c1 | ?
O=C(Cn1nc(-c2ccccc2)c2cnc3ccccc3c21)Nc1ccccc1 | -1%
Cc1ccc(CNC(=O)CC2Oc3ccccc3NC2=O)cc1 (configuration not stated) | -1%
Cc1ccccc1Nc1c(-c2cccc(Cl)c2)nc2ncccn12 | 2%
O=C(Cn1c(=O)n(Cc2nc(-c3ccccc3)no2)c(=O)c2cc3c(cc21)OCO3)Nc1ccccc1 | -3%
COc1ccccc1C(=O)Nc1cccc(C(=O)OCc2cc(=O)n3cc(C)sc3n2)c1 | -13%
COc1cccc(-c2nc(SC(C(C)=O)C(=O)N(C)C)c3c(=O)n(C)c(=O)n(C)c3n2)c1 (configuration not stated) | 0%
Cc1cc(=O)c2cc(C(=O)Nc3ccccc3C)ccc2[nH]1 | 4%
Cc1ccccc1NC(=O)Cn1nc(-c2ccccc2)nc(Cc2ccccc2)c1=O | -2%
O=C(Nc1ccc2nc(SCC(=O)N3CCc4ccccc43)sc2c1)c1ccc(F)cc1 | -18%
CCCCc1ccc(NC(=O)CSc2nc3ccccc3nc2N2CCCCC2)cc1 | -1%
COc1ccc2oc(=O)cc(CN3CCN(C(=O)c4ccccc4F)CC3)c2c1 | -7%
COc1cccc(NC(=O)CC(C)S(=O)(=O)c2ccc3c(c2)NC(=O)CO3)c1 (configuration not stated) | -6%
Cc1ccc(Cn2c(CNS(=O)(=O)c3cccc([N+](=O)[O-])c3)nc3cccnc32)cc1 | -7%
COc1ccccc1Nc1ncnc2c1nc1n2CCCC1 | -2%
COc1ccc(Cc2nc3ccc(C(=O)NCCCN4CCN(C)CC4)cc3o2)cc1 | 0%
Cc1ccc(Cl)cc1N1CCN(C(=O)c2ccc(C)c(-n3c(C)nc4cccnc43)c2)CC1 | -8%
COc1ccc2c(Sc3ccc(C)cc3)c(C(=O)NC(C)c3ccccc3)[nH]c2c1 (configuration not stated) | 3%
COc1ccc(S(=O)(=O)NCCS(=O)(=O)N2CCN(c3ccccc3F)CC2)cc1 | -15%
COc1ccc(CNC(=O)C2CCN(S(=O)(=O)c3ccc(F)cc3)CC2)cc1 | -1%
Brc1ccc2nc(-c3ccccc3)c(Nc3ccc4c(c3)OCO4)n2c1 | 2%
CC(C)(C)c1ccc2c(c1)N(CC(=O)NCCCN1CCN(c3ccccc3F)CC1)C(=O)CO2 | 2%
COc1ccc(-c2[nH]c(-c3ccccc3)nc2SCC(=O)Nc2ccc3c(c2)OCO3)cc1 | -17%
Cc1ccccc1NC(=O)c1cc2c([nH]c1=O)CC(C)(C)CC2=O | -15%
Cc1cc(S(=O)(=O)Nc2cccc(-c3ccc(N4CCOCC4)nn3)c2)c(C)cc1Cl | 12µM*
COc1cccc(NS(=O)(=O)c2ccc3c(c2)CCCN3C(=O)C2CCC2)c1 | -12%
More structures.
SMILES | FLuc counter
CCOC(=O)c1ccc(-c2ccc(/C=C(\C#N)C(=O)Nc3ccc(OCC)cc3)o2)cc1 | 2%
CC(C)c1cnc2c(c1SCC(=O)c1ccc(Cl)cc1)c(=O)n(C)c(=O)n2C | -8%
CCCN(CCC)CCCNC(=O)C1CCN(S(=O)(=O)CC)CC1 | -3%
COc1cccc2cc(-c3nc4sc(C(=O)Nc5ccc(F)cc5F)c(C)c4c(=O)[nH]3)c(=O)oc12 | -3%
Cc1ccc(C)c(NC(=O)CSc2ncc3c(n2)-c2ccccc2N(Cc2ccccc2C)S3(=O)=O)c1 | -2%
CCOc1ccc(-c2noc(CSc3nnc(Cc4ccccc4)n3-c3ccc(F)cc3)n2)cc1 | ?
O=C(c1cc(F)cc(F)c1)N1CCC(c2nc(-c3ccc(S(=O)(=O)N4CCCC4)cc3)no2)CC1 | -15%
CCOc1ccccc1NC(=O)C1CCCN1S(=O)(=O)c1ccc2c(c1)C(C)(C)C(=O)N2C (configuration not stated) | -7%
CCc1nnc(SC(CC)C(=O)Nc2cc(C)ccc2C)c2cc3occc3n12 (configuration not stated) | -13%
CC(C)Oc1ccc(CNC(=O)Cn2nc(N3CCN(c4ccccc4)CC3)ccc2=O)cc1 | -12%
CCOc1ccc(-n2ccnc2SCC(=O)Nc2cc(C)ccc2C)cc1 | -9%
COc1ccc(Cn2ccnc2SCC(=O)Nc2ccc3c(c2)OCO3)cc1 | -2%
COc1ccc(C)cc1Nc1nc2ccccc2c2nnc(C)n12 | -6%
CCCn1c(-c2cccc(Br)c2)nc2ccccc21 | ?
CCN(C(=O)c1oc2ccc(S(=O)(=O)N3CCCCCC3)cc2c1C)c1ccccc1 | 1%
Cc1ccc(S(=O)(=O)c2[nH]c(-c3ccccc3)nc2SC(C)C(=O)O)cc1 (configuration not stated) | ?
Cc1c(Cl)cccc1NC(=O)C(=O)NCCc1csc(-c2ccc(C(F)(F)F)cc2)n1 | 2%
CCn1nnc2cc(C(=O)Nc3ccc(OC)cc3)ccc21 | -4%
COc1ccccc1NC(=O)CC(C)n1nc(C)cc1C (configuration not stated) | -2%
CCN(CC)c1ccc(-n2nc3cc(C)c(NC(=O)c4ccccc4F)cc3n2)cc1 | ?
O=C(NCCc1ccc(Cl)cc1)c1ccc(CSCc2cccc(Cl)c2)o1 | -5%
COc1cccc(-n2c(=O)c3c(C)c(C(=O)N(C)C)sc3n(CC(=O)Nc3ccc(C)cc3Cl)c2=O)c1 | -6%
CCOc1cc(C(=O)N2CCC(c3ccncc3)CC2)cc(OCC)c1OCC | 0%
CC(=O)N1CCCc2cc(S(=O)(=O)N3CCC(C(=O)Nc4ccc(C)cc4Cl)CC3)ccc21 | -9%
Cc1ccc2nc3sc(C(=O)NCCCN(C)c4ccccc4)cc3cc2c1 | ?
COc1ccc(NC(=O)C2=C(C)Nc3nc(CCCO)nn3C2c2ccc(O)cc2)cc1 (configuration not stated) | -4%
CCOC(=O)CNC(c1ccccc1)c1cc(Br)ccc1NC(=O)c1ccc(Cl)cc1 (configuration not stated) | 1%

Screening data deposited in PubChem BioAssay by National Center for Advancing Translational Sciences (NCATS).
